High-throughput results as filed in PubChem BioAssay.
EWS-Fli block – blocks EWS/Fli oncoprotein-driven transcription | A673 NR0B1-luciferase reporter, viability-normalised | inhibition, % at 12.6 µM | 350,000 tested, 0.67% active;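 active = mean inhibition of at least 50% after viability correction, with every replicate also passing that limit; inconclusive = mean reaches 50% but only one of two replicates passes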;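 note: firefly luciferase signal divided by Alamar Blue viability fluorescence both relative to DMSO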
PAX8 inh HTS – lowers PAX8-driven luciferase in RMG-I cells; inhibition, % at 12.6 µM; RMG-I TPO-luciferase reporter, SteadyGlo, 24 h; 360,000 tested, 1.2% active;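 active = mean replicate inhibition at least 60% with every replicate also reaching 60%; inconclusive = only one of the two criteria is met; inactive = mean below 60% and not all replicates reaching 60%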;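 note: luciferase light reporting Pax8 driven TPO promoter activity; plate controls were median of neutral control wells for no effect and mitoxantrone controls for full effect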
LGR2 antag – inhibitors of bursicon-induced Drosophila LGR2 receptor cAMP signaling; HEK293 LGR2, CRE-luciferase, bursicon-stimulated, 4 h; inhibition, % at 9.99 µM; 380,000 tested, 0.35% active;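 active = drop in luminescence signal, shown as inhibition above about 50% in the replicate tests, limit read from the data, passing the limit was not always enough; inconclusive = probably only some replicates passing the limit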;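 note: agonist challenge used bursicon conditioned medium at about half maximal strength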
SIRT5 inh – blocks human SIRT5 desuccinylation of peptide; inhibition, % at 15 µM; Q9NXA8; Purified SirT5, succinyl-peptide AMC, trypsin-coupled fluorescence; 330,000 tested, 1.1% active; in the data active = inhibition above about 15%; inconclusive = no clear call, values can overlap the other calls
Target sequence (Q9NXA8 whole entry, looked up): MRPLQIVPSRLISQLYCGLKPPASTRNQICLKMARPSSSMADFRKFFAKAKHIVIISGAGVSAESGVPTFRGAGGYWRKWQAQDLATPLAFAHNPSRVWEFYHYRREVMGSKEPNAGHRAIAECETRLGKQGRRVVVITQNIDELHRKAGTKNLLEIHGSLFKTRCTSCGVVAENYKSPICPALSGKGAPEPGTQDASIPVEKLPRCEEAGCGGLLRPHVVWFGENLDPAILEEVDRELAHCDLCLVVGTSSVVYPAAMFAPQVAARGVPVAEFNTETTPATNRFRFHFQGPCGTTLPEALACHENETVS
CASP6 VEID inh – inhibitors of human caspase-6; inhibition, % at 12.5 µM; 350,000 tested, 0.53% active; P55212; purified caspase-6, Z-VEID-R110 cleavage fluorescence; AID 686996;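 active = mean inhibition across replicates at least about 35%, with every replicate also reaching that limit, limit read from the data; inconclusive = only one of the two criteria met; inactive = neither criterion met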;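 note: 0% = median of neutral control wells and 100% = no fluorescence left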
Target sequence (P55212 24-179 limits assumed): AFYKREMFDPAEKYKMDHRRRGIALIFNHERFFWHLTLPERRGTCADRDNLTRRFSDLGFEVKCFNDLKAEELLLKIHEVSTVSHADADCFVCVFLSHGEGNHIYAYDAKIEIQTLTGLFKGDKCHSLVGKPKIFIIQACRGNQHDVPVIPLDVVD
Target sequence (P55212 194-293 limits assumed): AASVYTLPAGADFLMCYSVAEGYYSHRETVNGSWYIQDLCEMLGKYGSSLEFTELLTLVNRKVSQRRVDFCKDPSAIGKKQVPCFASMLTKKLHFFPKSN
ARNT TACC3 PPI – disruptors of human ARNT/TACC3 interaction; AlphaScreen His-ARNT PAS-B/GST-TACC3 binding, luminescence; TACC3 fragment carries E629A point mutation; inhibition, % at 9.99 µM; AID 623870; 390,000 tested, 0.66% active;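 active = mean inhibition of replicates at least 50% and at least half of replicates each reaching 50%; inconclusive = half or more replicates reach 50% but mean below 50%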;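 note: 0% = complete ARNT plus TACC3 wells and 100% = ARNT alone without TACC3; many hits fall short of the cut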
DENV2 CPE rescue – DENV2-induced cell death inhibition | DENV2-infected cells, cytopathic effect rescue, plate reader | CPE inhibition, % at 9.99 µM | 350,000 tested, 1.7% active; in the data active = CPE inhibition above about 20%, passing the limit was not always enough; inconclusive = no clear call, values can overlap the other calls; tested in BHK-21 cells;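 note: 0% = median of neutral control wells and 100% = median of positive control wells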
* = called active by the depositor; u = inconclusive; x = not tested or not shown; & = joins results of further samples; ! = not active in a repeat.

Start of the listing, in advance, 4 compounds:
canonical_smiles,DENV2 CPE rescue,EWS-Fli block,LGR2 antag,CASP6 VEID inh,SIRT5 inh,ARNT TACC3 PPI,PAX8 inh HTS
C[C@H]1CN([C@@H](C)CO)C(=O)c2cc(NC(=O)c3ccncc3)ccc2O[C@H]1CN(C)Cc1ccc(C(=O)O)cc1,42*!,6&-9,8&-5,-4&1,1&-3,5&-8,-20
O=C1COc2ccc(C(=O)CSc3nnc(NCc4ccccc4)s3)cc2N1,-2,6,-7,-8,x,-1,-11
COc1ccc(C)cc1NC(=O)COC(=O)c1ccc([N+](=O)[O-])o1,2,-1,-1,-7,-3,-7,12
C[C@@H]1CN([C@H](C)CO)C(=O)c2cc(NS(=O)(=O)c3ccc(Cl)cc3)ccc2O[C@@H](C)CCCCO[C@H]1CN(C)S(=O)(=O)c1cccs1,-4,2,3,1,6,21,13

The listing, repeating the preview:
canonical_smiles,DENV2 CPE rescue,EWS-Fli block,LGR2 antag,CASP6 VEID inh,SIRT5 inh,ARNT TACC3 PPI,PAX8 inh HTS
C[C@H]1CN([C@@H](C)CO)C(=O)c2cc(NC(=O)c3ccncc3)ccc2O[C@H]1CN(C)Cc1ccc(C(=O)O)cc1,42*!,6&-9,8&-5,-4&1,1&-3,5&-8,-20
O=C1COc2ccc(C(=O)CSc3nnc(NCc4ccccc4)s3)cc2N1,-2,6,-7,-8,x,-1,-11
COc1ccc(C)cc1NC(=O)COC(=O)c1ccc([N+](=O)[O-])o1,2,-1,-1,-7,-3,-7,12
C[C@@H]1CN([C@H](C)CO)C(=O)c2cc(NS(=O)(=O)c3ccc(Cl)cc3)ccc2O[C@@H](C)CCCCO[C@H]1CN(C)S(=O)(=O)c1cccs1,-4,2,3,1,6,21,13
Oc1cccc(Oc2ncc(C(F)(F)F)cc2Cl)c1,4,-2,-4,5,-2,-3,-6
Brc1cccc(-c2cnco2)c1,-1,-4,-5,2,-3,-2,14
C[C@H](NC(=O)[C@@H]1Cc2ccccc2CN1C(=O)OC(C)(C)C)C(=O)NC1CCCCC1,-2,x,-9,-1,0,-6,16
COc1cc(CNn2c(C)n[nH]c2=S)cc(Br)c1OCC(=O)NC(C)(C)C,1,2,2,14,-3,9,24
COc1cccc(CN(C)C(=O)[C@H]2O[C@@H](n3cnc4c(=O)[nH]c(N)nc43)[C@H](O)[C@@H]2O)c1,-1,1,-7,-4,-2,x,-7
CCOC(=O)c1c(CSc2ccc(CC)cc2)oc2ccc(O)c(CN(C)C)c12,-7,30,21,-13,-3,8,29
C[C@H]1CN([C@@H](C)CO)C(=O)c2cc(C#CC3CC3)cnc2O[C@H]1CN(C)C(=O)Nc1ccccc1,-5,-2,-12,-1,-2,-5,x
Cc1cccc(N2CCN(C3=NC(=O)C(Cc4ccccc4)S3)CC2)c1 (centres undefined),x,x,13,x,x,4,-8
COCCn1c(=NC(=O)c2ccc(S(=O)(=O)N3CCc4ccccc4C3)cc2)sc2cc(OC)ccc21,x,x,-17,x,x,2,7
C[C@@H]1CN([C@@H](C)CO)C(=O)c2cc(C#Cc3ccccc3F)cnc2O[C@H]1CN(C)C(=O)C1CC1,2,3,3,1,-1,-9,x
COCCCNC(=S)N(Cc1cccnc1)Cc1ccc(OC)c(OC)c1,x,x,-18,x,x,-1,-7
CC(C)C(=O)NC(=S)N(Cc1ccccc1)Cc1ccccc1,4,-7,7,-1,-3,x,-17
O=C1CS(=O)CN1c1ccc(Oc2ccccc2)cc1 (centres undefined),1,12,-4,1,-1,x,-4
CO[C@H](CN(C)C(=O)C1CCOCC1)[C@@H](C)CN(C(=O)Nc1ccc(C(F)(F)F)cc1)[C@@H](C)CO,0,-8,12,-2,1,11,x
CC1CCCCN1CCCNC(=O)Cn1ncc2c([nH]c3ccccc32)c1=O (centres undefined),-6,10,2,-23,7,x,13
COc1ccc(C(c2c(C)n(C)n(-c3ccccc3)c2=O)c2c(C)n(C)n(-c3ccccc3)c2=O)cc1OC,-6,7,12,2,-1,-2,12
Cc1ccc(/C=N/NC(=O)CN2CCN(S(=O)(=O)c3ccc(Br)cc3)CC2)s1,x,x,-39,x,x,4,3
CCOC(=O)[C@]12CCC=C1N(Cc1cccc3ccccc13)C(=O)[C@H](CC(=O)N1CCCCC1)C2,u,1,-4,0,-1,x,4
NC(=O)c1nn(-c2ccccc2)nc1NC(=O)Cn1nnc(-c2ccccc2)n1,x,x,17,x,x,-3,10
O=C(C[C@H]1CC[C@@H](NC(=O)c2cccc(F)c2)[C@@H](CO)O1)NCc1ccccc1,4,-4,-13,2,-1,2,-4
CC(=O)C(C(c1ccccc1)N1CCOCC1)N1CCOCC1 (centres undefined),u,0,-11,4,x,-4,-25
Clc1ccccc1OCc1nc(-c2ccc(Br)o2)no1,-7,-90,-60,2,-3,-5,-104
CCC(=O)Nc1ccc2c(c1)C(=O)N(C)C[C@@H](OC)[C@@H](C)CN(CCC(F)(F)F)[C@H](C)CO2,-4,2,4,-3,16*,-4,-7
CS(=O)(=O)c1ccc(Cl)c(NC(=O)COC(=O)C23CC4CC(CC(C4)C2)C3)c1,-5,1,11,-1,-3,-1,-2
CCCCCCCCCCOC(=O)Cn1c(COc2ccccc2)[n+](C)c2ccccc21,-4,29,12,-99,2,5,71*
Cc1ccc(CN2CC(C(=O)N3CCN(c4ccccc4Cl)CC3)CC2=O)cc1 (centres undefined),4,-1,-13,5,3,-2,-1
CNc1c([N+](=O)[O-])cnn1-c1ccccn1,u,-2,21,4,-2,-4,-6
COc1ccc(/C=c2\s/c(=C\C(=O)C(C)(C)C)[nH]c2=O)cc1O,-5,16,4,10,14,10,3
CNC(=O)C[C@H]1CC[C@H]2[C@@H](COc3ccc(NC(=O)Nc4ccc(C#N)cc4)cc3C(=O)N2C)O1,-1,-11,-8,0,0,-10,-8
CCc1nnc(NC(=O)c2ccc(-c3ccc(C(C)=O)cc3)o2)s1,2,-13,6,1,-4,13,-1
COc1cccc(S(=O)(=O)N(C)C[C@@H]2Oc3ncc(C#CCC(C)C)cc3C(=O)N([C@@H](C)CO)C[C@@H]2C)c1,-2,8,-9,-1,-1,2,14
CCCCN1C(=O)C(CC(=O)NCCc2ccccn2)CC(C(=O)N2CCCCCC2)=C1C (centres undefined),-1,0,1,-1,x,x,8
O=C(NC1CCCC1)c1ccccc1OCc1ccccc1,0,6,12,-1,-1,-6,4
N#Cc1cccc(-c2ccc3c(c2)[C@H]2[C@H](CCN2C(=O)C2CCCCC2)[C@@H](CO)N3)c1,-21,10,8,4,2,-3,55
Cc1ccc(NC(=O)C(C)OC(=O)CCN=C2NS(=O)(=O)c3ccccc32)cc1 (centres undefined),-6,-3,-1,-3,1,1,6
Cc1onc(-c2ccccc2)c1C(=O)N(Cc1ccco1)Cc1cccs1,2,-40,8,47*,0,-1,13
CCc1ccc2nc(N(CCCN(C)C)C(=O)c3ccc(C(=O)c4ccccc4)cc3)sc2c1,u,16,14,-8,-3,26,-96
Cc1ccc(CNC(=O)CCS(=O)(=O)c2ccc3c(c2)CC(C)N3C(=O)C2CC2)o1 (centres undefined),-4,-3,15,2,-2,1,-139
CCCC(=O)NCCc1nc2ccccc2n1CCC,0,-4,-6,-1,0,0,-22
COc1ccc(-c2cc(Cl)cc3c(=O)c4ccccc4n(C)c23)cc1F,u,1,-5,0,x,0,-7
Cc1cc(C(=O)Nc2cccc3c2O[C@@H](CN(C)S(=O)(=O)c2cn(C)cn2)[C@H](C)CN([C@@H](C)CO)C3=O)n(C)n1,u,-13,9,-3,0,-9,x
CC(=O)N1CC(=O)N(CC(=O)Nc2ccc(Br)cc2)C1=S,-3,-22,10,-1,-5,1,10
O=C(C[n+]1ccccc1)N/N=C/c1cccc(Cl)c1Cl,1,-3,10,-12,1,-15,8
N#Cc1c(N)n(C2OC(CO)C(O)C2O)c2ncnc(N)c12 (centres undefined),6,27,91*,-3,x,6,109*
CC(C)C[C@@H](CN1CCC[C@H]1CN1C(=O)C(=O)NC[C@@H]1Cc1ccccc1)N1C[C@H](Cc2ccc(O)cc2)N(CC2CCCCCC2)C(=O)C1=O,-12,8,22,1,0,x,68*
C=CCCC(=O)Nc1nc(C)c(-c2csc(Nc3ccc(Cl)cc3Cl)n2)s1,x,-33,25,1,4,-13,6
Cc1cc(-c2ccccc2)c(C#N)c(=S)[nH]1,x,2,9,-3,-3,-3,45
COc1cccc(-c2ccc3c(c2)O[C@@H](CN(C)C(=O)C2CC2)[C@H](C)CN([C@@H](C)CO)S3(=O)=O)c1,2,3,4,0,1,2,x
COc1ccc(-n2cnnc2SCC(=O)Nc2cc(C)on2)cc1,-10,0,17,0,-5,-6,26
CC(=O)c1cccc(CN2CCCCC2C(=O)Nc2ccc(Oc3ccccc3)nc2)c1 (centres undefined),0,x,-5,0,-3,x,-2
CC(C)CCNc1nc(N)c([N+](=O)[O-])c(NC2CCCCC2)n1,3,21,-11,-3,-2,-5,1
CN(C(=O)c1ccc(NC(=O)Cc2ccc([N+](=O)[O-])cc2)cc1)C1CC1,-2,16,-14,-1,x,1,-5
N#CC1(NC(=O)COC(=O)c2nccnc2N)CCCCC1,x,1,4,3,-27,11,-17
Cc1c(Cc2ccccc2)c(=O)oc2cc(OC(C)C(=O)NCC3CCC(C(=O)O)CC3)c(Cl)cc12 (centres undefined),-5,4,-8,1,x,3,x
CCO[C@@H]1OC(C(=O)NCc2ccccc2)=C[C@H](c2csc3ccccc23)[C@H]1CCCO,1,-2,4,-1,-3,14,34
Fc1cccc(NCCc2c[nH]c3ccccc23)n1,-6,-12,-54,2,-1,5,-51

(listing goes on)
canonical_smiles,DENV2 CPE rescue,EWS-Fli block,LGR2 antag,CASP6 VEID inh,SIRT5 inh,ARNT TACC3 PPI,PAX8 inh HTS
S=c1[nH]c2cc3ccccc3cc2[nH]1,-7,1,-4,1,4,1,-1
O=C(c1ccc2c(c1)CCC2)N1CCN(Cc2c(F)cccc2Cl)CC1,u,5,-11,0,x,x,11
CC(=O)c1c(-c2ccccc2)[nH]c2ccccc12,-7,27,7,0,-4,-10,-1
CC1(NC(=S)Nc2ccccc2)CCS(=O)(=O)C1 (centres undefined),-2,-9,8,-4,-3,x,-8
CO[C@@H]1CN(C)C(=O)c2ccc(NC(=O)C3CCCC3)cc2OC[C@@H](C)N(C(=O)Nc2ccc(C(F)(F)F)cc2)C[C@H]1C,-6,-1,36,2,4,-5,20
O=C(O)CC/C(=N/NC(=O)CNC(=O)Cc1ccc(Cl)cc1)c1ccccc1,5,-3,0,-2,0,-12,11
COc1cc(-c2[nH]ncc2CN2CCc3sccc3C2)cc(OC)c1OC,0,27,-19,-6,-1,5,27
COC(=O)C[C@H]1CC[C@H]2[C@H](COc3ccc(NC(=O)NC(C)C)cc3C(=O)N2C)O1,-1,-27,6,0,4,2,0
O=C(CSc1ccc(C(F)(F)F)cc1[N+](=O)[O-])Nc1ccc2ccccc2c1,8,10,-9,0,-1,-5,-5
CCOC1=C2[C@H]([C@H]3C(=O)N(c4ccccc4)C(=O)[C@H]3C1)[C@@H](c1ccccc1)N(S(=O)(=O)c1ccc(C)cc1)[C@H]2c1ccccc1,4,0,-3,-1,3,x,10
COc1ccc(-c2cc(C(=O)Nc3c(C)n(C)n(-c4ccccc4)c3=O)no2)cc1,-1,5,9,1,-9,x,5
CC(=O)Oc1ccc2ccccc2c1C(NC(=O)C(C)C)c1cccc([N+](=O)[O-])c1 (centres undefined),6,17,12,-5,-1,8,x
Cc1ccc(NC(=O)Cn2nc(C(=O)O)c3ccccc3c2=O)c([N+](=O)[O-])c1,0,x,-6,x,-2,-2,-27
COc1cc(CN2C(=O)C(C)ON=C2c2cccs2)cc(OC)c1 (centres undefined),-4,-2,12,0,x,x,-6
C=CCC(C)(NCc1ccccc1)c1ccc(C)cc1 (centres undefined),4,0,2,-2,-4,-4,18
O=C(OC1CCOC1=O)c1cccc(S(=O)(=O)N2CCc3ccccc3C2)c1 (centres undefined),2,5,9,12,-2,0,23
